# High-throughput results as filed in PubChem BioAssay.
# SUMO Mot1 rescue: yeast Mot1-301 growth rescue at high temperature, primary screen, SUMOylation pathway inhibitor project, S. cerevisiae, ATP luminescence, 38.5C; 320,000 tested, 1% active; S. cerevisiae Mot1-301 growth rescue; percent above DMSO median, 100 means doubled; growth rescue, % at 18.8 µM;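 active = every valid replicate shows activation above 250% relative to neutral control wells; inactive = the rest, any valid replicate at or below 250%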;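 also: OY570 slx delta 5 strain wells were the positive control but not used for scaling; some compounds called inactive have numbers as strong as hits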
# PKA-R1A act: activators of PKA-R1A holoenzyme, primary screen, biochemical, fluorescence polarization, Cy5-IP20, bovine R1A, mouse PKAc; cAMP-dependent protein kinase type I-alpha regulatory subunit (Bos taurus) + …; PKA-R1A dissociation; scaled: DMSO 0%, 113 µM cGMP 100%; activation, % at 11.4 µM; 340,000 tested, 0.083% active; AID 504707, 2011;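 active = percent activation above the mean of all tested compounds plus 3 SD, cut at about 19% in these data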;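 also: higher means more PKAc released from R1A so a rise in polarization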
# OPRM1-OPRD1 inv: inverse agonists of MOR-DOR heterodimerization, primary screen, cell-based, luminescence | inhibition, % at 9.3 µM | AID 504357, 2011 | 340,000 tested, 0.21% active | cell-based MOR-DOR heterodimer luminescence, inverse agonism; in the data active = inhibition above about 22%, passing the limit was not always enough;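 also: 0% = cells with DMSO and 100% = wells without cells with DMSO; values of inactives mirror those of a sister screen read the other way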
# Target sequence (P35372 whole entry, looked up): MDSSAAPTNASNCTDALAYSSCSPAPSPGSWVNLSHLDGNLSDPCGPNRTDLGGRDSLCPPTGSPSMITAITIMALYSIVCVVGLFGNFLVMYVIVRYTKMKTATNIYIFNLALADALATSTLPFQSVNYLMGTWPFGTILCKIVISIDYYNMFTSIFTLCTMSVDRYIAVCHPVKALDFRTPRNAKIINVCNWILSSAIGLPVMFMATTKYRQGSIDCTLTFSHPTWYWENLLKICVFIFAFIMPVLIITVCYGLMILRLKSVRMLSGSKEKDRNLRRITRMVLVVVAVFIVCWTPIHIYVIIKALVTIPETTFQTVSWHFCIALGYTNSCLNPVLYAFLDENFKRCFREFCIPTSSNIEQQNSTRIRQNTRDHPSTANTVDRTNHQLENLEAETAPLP
# Target sequence (P41143 whole entry, looked up): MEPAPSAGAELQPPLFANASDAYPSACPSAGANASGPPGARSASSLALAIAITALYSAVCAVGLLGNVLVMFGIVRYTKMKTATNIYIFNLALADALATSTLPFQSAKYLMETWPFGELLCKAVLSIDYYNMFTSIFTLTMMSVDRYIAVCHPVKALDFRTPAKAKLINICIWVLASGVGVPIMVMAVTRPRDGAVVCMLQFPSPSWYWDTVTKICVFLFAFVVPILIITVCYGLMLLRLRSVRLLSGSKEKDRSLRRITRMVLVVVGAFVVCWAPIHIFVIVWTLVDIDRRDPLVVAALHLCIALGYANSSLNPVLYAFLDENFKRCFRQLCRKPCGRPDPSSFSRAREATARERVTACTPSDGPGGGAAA
# phage Ecoli inh: growth loss of phage-infected E. coli, primary screen, RecBCD inhibitor project, absorbance, with phage, HTS. inhibition, % at 11.9 µM. 360,000 tested, 0.26% active; in the data active = inhibition above about 11%
# OPRM1-OPRD1 ag: agonists of OPRM1-OPRD1 heterodimerization, primary screen, cell-based, luminescence | activation, % at 9.3 µM | cells | 340,000 tested, 0.3% active; in the data active = activation above about 18%;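 also: 0% = vehicle-treated cells and 100% = reference agonist; values of inactives mirror those of a sister screen read the other way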
# Tat export inh: E. coli Tat export inhibitors, primary screen, MC4100, TorA-mCherry reporter, fluorescence, single point; inhibition, % at 10 µM; 340,000 tested, 0.036% active;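 active = mean replicate inhibition at least 50% and at least half of replicates individually reaching 50%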;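 also: exported cargo escapes ClpAP degradation while cytoplasmic cargo is degraded and loses fluorescence; 0% = median of neutral control wells and 100% = median of NaSCN control wells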
# Pemphigus Ab inh: inhibitors of pemphigus antibody binding to DSG3, primary screen, biochemical, bead-based, flow cytometry, scFv-GFP; Desmoglein-3 (Homo sapiens), P32926; DSG3-coupled beads, scFv-anti-DSG3-GFP binding; active compounds read low; binding (percent of control), % at 10 µM; 310,000 tested, 0.48% active;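 active = binding more than 3 SD below its plate's average and above zero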;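 also: hits lower antibody fragment binding to DSG3; some compounds called inactive have numbers as strong as hits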
# Arrestin-AP2 inh: inhibitors of beta-arrestin/AP2 binding, primary screen, biochemical, GPCR trafficking, flow cytometry; beta-arrestin 1 C-terminal peptide binding to AP2 beta2-adaptin appendage (human); FITC-arrestin peptide / GST-AP2 beads; AP2 beta2 appendage carries R879A mutation; inhibition, % at 10 µM; 340,000 tested, 0.31% active;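 active = inhibition above a set limit, near 3 SD of compounds lacking own fluorescence, cut at about 54% in these data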;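 also: plate controls were DMSO wells for no effect and 5 µM unlabelled arrestin peptide for full effect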
#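 System: GST-AP2 R879A glutathione beads | Also added: FITC-arrestin peptide, 50 nM | Times: 12 min plus 1 h, RT | Signal: Bead flow cytometry, FITC channel | Buffer or medium: PBS with 0.05% Tween 20 and 0.1% BSA | Read-out basis: Percent drop in bead-associated FITC signal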
# AddAB inh: growth inhibition of E. coli expressing H. pylori AddAB, primary screen, AddAB inhibitor project, absorbance. 330,000 tested, 0.29% active. inhibition, % at 11.9 µM; in the data active = inhibition above about 12%;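 also: 0% = vehicle wells of infected cells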
# Ecoli viability: E. coli V3065 growth inhibition, primary screen, counter-screen for AddAB inhibitor project, absorbance, OD600 | 18 h | inhibition, % at 11.9 µM | 330,000 tested, 0.27% active | AID 449728, 2010;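 active = inhibition above the campaign's mean inhibition across all tested compounds plus 3 SD, cut at about 9.9% in these data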;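 also: uninfected addAB+ strain grown without phage in ampicillin broth; 0% = DMSO wells and 100% = ciprofloxacin 0.95 µg/ml wells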
# PfHsp90 yeast 2: growth inhibition of PfHsp90-expressing yeast, primary screen, antimalarial PfHsp90 inhibitor project, S. cerevisiae, BacTiter-Glo luminescence, single point, set 2. inhibition, % at 9.4 µM. 310,000 tested, 0.32% active. AID 504621, 2011. BacTiter-Glo ATP, 48 h; yeast lacking PDR1 and PDR3 efflux regulators;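 active = every replicate shows inhibition above about 80%, whatever the replicate mean, limit read from the data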;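 also: 0% = DMSO neutral controls and 100% = 20 µM radicicol positive controls; yeast relying on Plasmodium falciparum Hsp90 in place of its own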
# An asterisk follows results filed as active; . = no result given.
SMILES,SUMO Mot1 rescue,PKA-R1A act,OPRM1-OPRD1 inv,phage Ecoli inh,OPRM1-OPRD1 ag,Tat export inh,Pemphigus Ab inh,Arrestin-AP2 inh,AddAB inh,Ecoli viability,PfHsp90 yeast 2
NCCCCc1ccc2ccc3cccc4ccc1c2c34,.,3,-36,1.6,6.6,8,109,-16,.,.,12
CCN1CCN(c2c(Cl)cccc2NC(=O)c2ccc(Br)o2)CC1,-8,-5,20,3.4,-3.6,29,113,-3,0.1,0.8,23
CCOCCCn1c(=N)c(C(=O)NCc2ccc3c(c2)OCO3)cc2c(=O)n3cccc(C)c3nc21,-6,1,-1,.,0.2,-2,108,9,0.8,-1.6,2
COc1ccc(NC(=O)Nc2ccc3c(c2)C(=O)N([C@H](C)CO)C[C@H](C)[C@@H](CN(C)C(=O)Nc2ccc(C(F)(F)F)cc2)O3)cc1,-6,-6,7,2.1,-1.2,0,106,1,2.6,-2.7,11
CC(C)N1CCN(Cc2ccc(C#CC(C)(C)O)cc2)CC1CCO (stereo not drawn),291,-4,11,-4.0,-2.2,-7,97,31,0.8,0.8,13
O=C1NC(=O)C2(CCc3ccccc32)N1 (stereo not drawn),4,-10,5,0.8,-0.9,3,.,30,2.7,0.2,35
COc1ccc(C2=NO[C@@](CC(=O)O)(C(=O)Nc3ccc4c(c3)OCCO4)C2)cc1,-2,5,1,1.2,-0.2,-5,99,0,1.4,-1.9,5
O=C(O)c1ccc(Nc2nc(-c3cccnc3)cs2)cc1,-14,-9,0,-0.5,0.0,-7,101,40,0.2,-0.3,4
Cc1ccc(S(=O)(=O)/C(C#N)=C/c2c[nH]c3ccccc23)cc1,-5,-3,-77,-1.3,14,0,104,-5,0.7,0.5,-7
CCc1nnc(SCCSc2nnc(CC)n2N)n1N,2,-3,-3,2.9,0.5,-7,100,18,-0.3,-3.3,-16
C=CCN(CC=C)S(=O)(=O)c1ccc(C(=O)Nc2nc3c(s2)CCc2ccccc2-3)cc1,3,-10,-6,1.0,1.1,-5,104,1,1.3,-2.6,-31
Cc1sc2ncn(-n3c(C)ccc3C)c(=O)c2c1C,-1,-3,10,1.3,-1.8,4,99,-3,-1.1,0.3,12
CCN(Cc1ccncc1)C(=O)CCc1ccccc1,-4,-2,5,-0.7,-1.1,0,99,-9,1.3,1.6,5
COc1cc(NC(=O)COC(=O)CO/N=C(\C)c2ccc3c(c2)OCO3)cc(OC)c1OC,40,-12,0,-0.2,-0.1,16,108,-4,0.2,-2.6,24
Cc1cccc(OC2CCN(Cc3nc(CC4CC4)no3)CC2)c1,14,-11,-14,3.8,2.8,-6,112,-21,1.0,0.2,.
COc1cccc(CN2CCNC(=O)C2CC(=O)N(C)Cc2cnccn2)c1OC (stereo not drawn),-16,-9,-9,1.2,1.7,6,96,32,-1.1,-1.1,-13
CN(C)c1cc(-c2ccccc2)nc(-c2ccccc2)n1,7,0,-7,2.6,1.3,3,105,27,1.8,-0.6,-12
COC(=O)CN(c1ccc2c(c1)OCO2)S(C)(=O)=O,-22,-1,-3,1.0,0.6,2,129,-2,3.5,-1.6,.
CCCCNC(=O)c1cn(-c2ccc(OCC)cc2)c(=O)c2cc(OC)c(OC)cc12,2,-13,9,-1.4,-1.8,-5,108,17,0.0,-1.0,-11
C=CCNC(=S)Nc1ccc(F)cc1F,9,1,-8,6.7,1.2,1,104,0,8.4,-0.1,-28
COc1ccccc1N1CCN(C(=O)C(=O)N/N=C/c2ccccc2F)CC1,490*,-8,-6,2.4,1.1,7,103,3,2.3,-0.9,-40
O=C(COc1cccc(Cl)c1)NCc1ccccc1,3,-9,3,3.0,-0.6,-8,123,5,2.4,-0.9,-29
OC1(c2cccc(F)c2)CCN(Cc2ccncc2)CC1,11,6,9,3.1,-1.6,-2,97,-2,2.5,-1.2,-3
CC(C)Cn1c(-c2ccc(C#N)cc2)nc2c1c(=O)[nH]c(=O)n2CC(C)C,6,7,3,-1.3,-0.6,5,96,-1,3.0,1.5,2
CCS(=O)(=O)N1CCN(C(=O)c2cccc3ccccc23)CC1,1,-16,5,-1.3,-0.9,-6,102,29,1.0,0.8,8
O=C(Nc1ccc(N2CCOCC2)cc1)C1=NN(c2ccccc2)C(=O)CC1,.,-1,-2,3.2,0.5,-9,106,-4,.,.,.
COc1ccc(NC(=O)c2cc(F)cc(F)c2)cc1Cl,311,-2,-24,2.9,5.5,-2,100,13,1.4,-4.7,-9
O=C(CSc1nnc(-c2cccs2)n1-c1ccccc1)N1CCOCC1,-9,-11,19,3.8,-3.7,3,105,-6,1.1,-1.2,-10
CS(=O)(=O)N(CCc1ccccc1)CC(=O)NCc1ccc2c(c1)OCO2,-11,-8,5,3.4,-0.9,0,108,-1,0.8,0.1,-11
Cc1noc(C)c1NC(=O)N(C)C[C@H]1Oc2c(NC(=O)NC(C)C)cccc2C(=O)N([C@H](C)CO)C[C@@H]1C,-19,-2,10,3.6,-1.8,13,107,1,3.2,0.8,5
O=C(Nc1cc(Oc2ccc(Cl)cc2)cc([N+](=O)[O-])c1)c1ccco1,-15,-3,-20,4.2,3.7,1,125,-10,3.6,-0.2,-62
Nn1c(SCC(=O)Nc2ccc(N3CCOCC3)cc2)nnc1-c1cccc(F)c1,-9,1,9,0.1,-2.4,6,.,-5,0.4,-0.3,31
O=C1/C(=C/c2coc3ccc(O)cc3c2=O)SC(=S)N1c1ccccc1,-1,2,-17,0.1,3.3,1,88,15,-0.9,-1.4,-9
CCC1CCCCN1C(=O)CSc1nc2c(c(=O)n(C)c(=O)n2C)n1C (stereo not drawn),-14,4,12,4.9,-2.3,4,100,8,4.4,1.3,12
COc1ccc(OCC(=O)N2CCCC(CO)(CCOc3ccccc3)C2)cc1 (stereo not drawn),-18,-1,-4,1.6,0.9,0,95,0,0.7,-1.1,-3
CCOC(=O)c1cc2c(C(F)(F)F)cc(-c3ccccc3)nc2o1,7,-7,-6,4.5,1.0,4,.,5,1.0,-0.6,.
CN(C)c1ccc(/C=C2\SC(=S)N(Nc3ncc(C(F)(F)F)cc3Cl)C2=O)cc1,88,3,18,1.7,-3.6,0,.,10,1.6,-0.9,.
CC(C)N(C(=O)CN1C(=O)C(=O)c2ccccc21)c1ccccc1,-1,-9,18,1.2,-3.4,3,94,17,-0.9,0.6,17
CC1CCN(C(=O)c2ccc(-c3ccccc3Cl)o2)CC1,-16,-1,-56,2.2,10,1,93,4,0.7,-0.8,.
O=C(Cc1csc(Nc2nc(=S)[nH]c3ccccc23)n1)NCCCN1CCN(c2cccc(Cl)c2)CC1,-8,-11,-17,1.4,3.2,-4,125,-9,-4.7,-3.0,.
CN(C(=O)COC(=O)C1CCN(S(=O)(=O)c2cccs2)CC1)C1CCS(=O)(=O)C1 (stereo not drawn),4,3,5,2.7,-0.9,-6,98,3,1.0,1.0,.
Cc1noc(C)c1Cc1c(Cl)cccc1Cl,-26,-2,-10,0.5,2.2,9,100,2,1.1,-0.8,.
Cc1cccc(NC(=S)NCc2ccc3c(c2)OCO3)c1,-20,-2,-3,0.7,0.6,-7,110,1,0.7,1.9,-2
CCO[C@H]1OC(C(N)=O)=C[C@@H](C(C)(C)C)[C@@H]1CCCO,1,-12,3,0.5,-0.5,2,99,8,0.0,0.2,4
Cc1cc2nc(SCC(=O)Nc3ccccc3C(=O)O)[nH]c2cc1C,-17,-20,2,5.0,-0.4,2,104,9,0.2,3.5,2
O=C(Nc1ccc2c(c1)OCCO2)c1ccc(Cl)cc1,-3,0,0,4.4,0.1,-2,113,14,3.0,3.8,7
COc1ccc2nc(SCC(=O)Nc3ccc4c(c3)CCC4)[nH]c2c1,22,-17,-23,1.7,3.1,-6,102,0,4.0,0.6,-26
O=C(CCC1CCCC1)NCCCN1CCOCC1,129,-8,19,1.6,-3.7,3,102,-1,0.0,0.8,.
Cc1ccc(NS(=O)(=O)c2ccc3c(c2)NC(=O)CCS3)c(Cl)c1,-9,4,8,0.2,-1.5,-3,.,-12,0.2,-0.4,9
O=C(O)CN1C(=O)NC2NC(=O)NC21 (stereo not drawn),-18,-13,7,3.0,-1.2,-5,101,6,0.6,-0.6,-9
O=C(NC1=NCCS1)c1ccc([N+](=O)[O-])cc1Cl,3,3,-23,2.9,4.4,1,107,2,2.1,-0.2,26
Cc1nc(C)c(-c2nnc(-c3ccc(C(C)(C)C)cc3)o2)cc1C(=O)NN,-11,5,-1,5.0,0.2,-4,.,-15,2.0,-1.6,-7
Cc1cc(C)cc(OCC(=O)OC(C)C(=O)Nc2c(C)n(C)n(-c3ccccc3)c2=O)c1 (stereo not drawn),10,6,4,2.8,-0.6,-6,101,-3,0.9,1.8,-26
Cc1ccc(-n2cc(CN(C)CCc3cn[nH]c3)c(-c3cccc(C)c3)n2)cc1,-11,-1,-42,3.1,6.1,-2,105,.,-3.5,-3.0,24
CN(C(=S)NC(=O)c1ccc(Cl)cc1)C1CCCCC1,-5,-9,-10,-0.9,1.4,-14,99,-7,1.8,-0.8,7
Cc1ccc(N(CC(=O)N/N=C/c2cc(C)n(-c3ccccc3C)c2C)S(C)(=O)=O)cc1,31,2,-9,2.9,1.7,16,114,-12,1.5,2.0,20
O=C(NCc1ccc(F)cc1)c1cc2c(s1)CS(=O)(=O)C2,-8,3,11,5.0,-2.1,-3,83,-6,2.2,-2.2,14
O=C1Cc2cc(O)ccc2O1,.,-7,14,1.3,-2.7,-4,92,2,.,.,.
O=C(Nn1c(-c2ccc(Cl)cc2)nc2ccccc2c1=O)c1cccnc1Cl,15,-11,5,1.2,-0.9,-7,116,3,0.3,-0.3,-19
CCN(c1ccccc1)S(=O)(=O)c1ccc(OC)c(OC)c1,-11,-5,8,.,-1.5,-3,100,-4,-0.8,0.2,-16

# An excerpt from above in order of length of the SMILES, lowest first:
SMILES,SUMO Mot1 rescue,PKA-R1A act,OPRM1-OPRD1 inv,phage Ecoli inh,OPRM1-OPRD1 ag,Tat export inh,Pemphigus Ab inh,Arrestin-AP2 inh,AddAB inh,Ecoli viability,PfHsp90 yeast 2
O=C(NCc1ccc(F)cc1)c1cc2c(s1)CS(=O)(=O)C2,-8,3,11,5.0,-2.1,-3,83,-6,2.2,-2.2,14
O=C(Nn1c(-c2ccc(Cl)cc2)nc2ccccc2c1=O)c1cccnc1Cl,15,-11,5,1.2,-0.9,-7,116,3,0.3,-0.3,-19
Cc1ccc(-n2cc(CN(C)CCc3cn[nH]c3)c(-c3cccc(C)c3)n2)cc1,-11,-1,-42,3.1,6.1,-2,105,.,-3.5,-3.0,24
